A549 viability = kills or reduces viability of A549 cells in Nrf2 counter-screen; A549 ARE-Fluc cells, CellTiter-Fluor viability, 18-24 h; Potency, µM (top dose mostly 46 µM), for the others: at the top dose activity change, negative = cytotoxicity, hits mostly inhibitors; 390,000 tested, 0.16% active; AID 504648; also: % is scaled to controls: 0 for no effect and ±100 for the full control effect
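A549 ARE-Fluc cells in 5% FBS OPTI-MEM, 5000 cells/well, rested 2 h then exposed to compounds in concentration-response for 18-24 h at 37 °C. Viability by CellTiter-Fluor fluorescence (Ex 405/Em 525) after 30 min; luciferase luminescence (BugLite, 15 min, RT) read afterwards.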
Nrf2 activator = activators of Nrf2 (ARE) signaling. AREc32 ARE-luciferase reporter (MCF7-derived line), luminescence, 24 h. Potency, µM (series often up to 46.1 µM), for the others: at the highest dose activation, actives largely listed as activators. 410,000 tested, 0.31% active; also: % of control where 0% means no effect; nearly all actives have a fitted effect of over 65% in size
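AREc32_Fluc, 1000 cells/well, OPTI-MEM + 5% FBS, o/n 37 deg C 5% CO2; 23 nL cpd by pin tool, 24 hr; Steady-Glo 30 min RT, luminescence.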
TGFb SMAD3 inh = inhibitors of TGF-b signaling | HepG2 CAGA-GFP TGF-b/SMAD3 reporter, GFP fluorescence, 18 h; TGF-beta stimulated, 500 pg/mL final | 410,000 tested, 1.2% active | Potency, µM (titrated, usually from 46.1 µM), without a hit: at the top dose activity, negative = inhibition, actives largely listed as inhibitors; also: % is scaled to controls: 0 for no effect and ±100 for the full control effect; nearly all actives have a fitted effect of over 65% in size
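HEPG2 CAGA-GFP cells (1000/well, DMEM with 1% FBS) were pre-incubated 2 h at 37 degrees C, given compound by pin tool, then stimulated with TGF-beta at 500 pg/mL final for 18 h before per-cell GFP fluorescence imaging.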
MCF10A rereplic = DNA re-replication induction in MCF 10a cells. MCF 10A DNA re-replication, Hoechst nuclear intensity, 48 h. Potency, µM (top dose mostly 46.1 µM), inactives show top-dose activity, positive = re-replication, hits mostly activators. 350,000 tested, 2.9% active. AID 624296; also: % of control where 0% means no effect; nearly all actives have a fitted effect of over 50% in size
Nrf2 block = blocks Nrf2 signaling | A549 ARE-Fluc reporter, luciferase luminescence, 18-24 h | Potency, µM (highest dose often 46 µM), for inactives: at the top dose activity change, negative = inhibition, usual class: inhibitors | 360,000 tested, 2.1% active | AID 504444; also: % is scaled to controls: 0 for no effect and ±100 for the full control effect; nearly all actives have a fitted effect of over 60% in size
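A549 ARE_Fluc cells (5000/well, 5% FBS OPTI-MEM) pre-incubated 2 h, then treated with compounds 18-24 h at 37C/5% CO2 in concentration-response. CellTiter-Fluor viability read first; BugLite luciferase luminescence after 15 min at room temperature gives Nrf2 activity.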
ATXN2 expr inh = ATXN2 expression inhibition; HEK-293 ATXN2-luciferase reporter, luminescence, 24 h; 360,000 tested, 0.72% active; Potency, µM (top dose mostly 57 µM), for the others: at the top dose activity change, negative = inhibition, hits mostly inhibitors; also: % is scaled to controls: 0 for no effect and ±100 for the full control effect; nearly all actives have a fitted effect of over 55% in size
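qHTS (up to 57 uM final) was run with 24 h compound exposure of reporter cells at 37 °C. Each well was multiplexed: SteadyGlo luminescence measured ATXN2-luciferase expression after a fluorogenic Gly-Phe-AFC viability readout (25 uM final).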
HepG2 viability = kills HepG2 cells in TGF-b inhibitor counter-screen | AID 588856 | Potency, µM (top dose mostly 46.1 µM), for inactives: at the top dose activity change, negative = cytotoxicity, usual class: cytotoxic | 410,000 tested, 0.76% active | HepG2 CAGA-GFP viability, ATP luminescence, 18 h; also: some results filed as inactive show a strong effect at the top dose
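CellTiter-Glo luminescence gave cytotoxicity after 18 hours at 37 degrees C. The cells were HepG2 CAGA-GFP in 1% FBS DMEM, stimulated with 500 pg/mL TGF-beta after compound addition. %Activity was normalised to no-cell wells (complete cell-killing) and DMSO (no toxicity), and curves were fitted and classified.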
ATXN viability = cell viability loss in ATXN counter-screen. S2 cells (HEK-293 line with an ATXN2-luciferase reporter) viability, CellTiter-Fluor protease fluorescence, 24 h. Potency, µM (doses to about 56.7 µM), actives largely listed as cytotoxic. 400,000 tested, 0.49% active; also: nearly all actives have a fitted effect of over 40% in size
EPAC2 antag = EPAC2 (human) antagonism | AID 720708 | EPAC2 GEF exchange of Rap1B-BODIPY-GDP, fluorescence | 360,000 tested, 0.18% active | Potency, µM (highest dose often 114 µM), for inactives: top-dose activity, negative = inhibition, most hits filed as inhibitors; also: % is scaled to controls: 0 for no effect and ±100 for the full control effect; nearly all actives have a fitted effect of over 45% in size; many of its hits are not listed in these tables
Target sequence (Q8WZA2 whole entry, looked up): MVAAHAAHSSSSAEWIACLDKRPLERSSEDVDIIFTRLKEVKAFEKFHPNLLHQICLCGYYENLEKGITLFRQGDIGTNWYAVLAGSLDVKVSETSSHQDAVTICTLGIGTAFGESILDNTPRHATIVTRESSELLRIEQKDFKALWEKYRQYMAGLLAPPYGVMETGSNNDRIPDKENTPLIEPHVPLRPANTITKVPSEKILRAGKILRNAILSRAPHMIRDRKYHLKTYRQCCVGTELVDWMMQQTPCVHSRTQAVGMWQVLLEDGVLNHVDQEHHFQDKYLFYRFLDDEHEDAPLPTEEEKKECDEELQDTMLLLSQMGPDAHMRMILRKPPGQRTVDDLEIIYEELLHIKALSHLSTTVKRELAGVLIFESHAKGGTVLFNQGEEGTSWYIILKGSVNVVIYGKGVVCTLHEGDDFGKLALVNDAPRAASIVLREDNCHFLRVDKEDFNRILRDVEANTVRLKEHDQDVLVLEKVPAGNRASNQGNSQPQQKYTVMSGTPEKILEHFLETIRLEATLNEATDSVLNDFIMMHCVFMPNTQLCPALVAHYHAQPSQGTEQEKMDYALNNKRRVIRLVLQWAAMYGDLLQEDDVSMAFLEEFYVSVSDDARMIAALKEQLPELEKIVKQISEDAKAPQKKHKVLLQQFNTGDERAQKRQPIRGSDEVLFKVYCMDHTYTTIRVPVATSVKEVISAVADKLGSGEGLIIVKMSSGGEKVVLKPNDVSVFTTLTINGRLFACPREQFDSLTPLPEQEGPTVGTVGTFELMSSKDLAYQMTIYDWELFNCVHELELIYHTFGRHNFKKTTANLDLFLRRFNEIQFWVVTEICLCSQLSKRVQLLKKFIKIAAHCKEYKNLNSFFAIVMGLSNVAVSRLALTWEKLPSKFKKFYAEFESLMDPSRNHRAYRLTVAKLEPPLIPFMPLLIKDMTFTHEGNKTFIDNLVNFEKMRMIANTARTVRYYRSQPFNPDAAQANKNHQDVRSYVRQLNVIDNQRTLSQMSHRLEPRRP
An asterisk follows results filed as active; i = inactive; ? = inconclusive; nt = not tested or not shown; & = joins results of further samples; [ ] = another dose, or the depositor's remark. Calls follow the shape of the dose curve; as a rule, active = well fitted curve in the direction sought with a large enough effect; inconclusive = small, poorly fitted or top-dose-only effect, or another doubt; inactive = no such curve, though single readings can be large; an effect the other way counts as inactive or inconclusive. Potency is read from the fitted curve at half-maximal effect. The list is partial, so the mix of outcomes need not match the whole.

SMILES	A549 viability	Nrf2 activator	TGFb SMAD3 inh	MCF10A rereplic	Nrf2 block	ATXN2 expr inh	HepG2 viability	ATXN viability	EPAC2 antag
O=c1c2ccccc2nc2oc3ccccc3n12	-1%	4.5%[9.22 µM]	16%	-2%	?	6%	-11%	i	13%
COc1cccc(-c2c(C(=O)N/N=C(\C)c3cccs3)nnn2-c2nonc2N)c1	2%	0.1%	?	-3%	15%	nt	-16%	i	-5%
CCS(=O)(=O)N1CCC(C(=O)NCc2cccs2)CC1	?	-0.8%	9%	-4%	4%	2%	3%	i	7%
COc1cc(/C=C2/SC(=S)N(CCC(=O)Nc3ccc(C(=O)O)cc3)C2=O)cc(OC)c1OC	2%	0.0%	2%	5%	2%	3%	-5%	i	-9%
CCCn1c(C)cc(C(=O)CN2C(=O)c3ccccc3C2=O)c1C	3%	0.2%	-26%	15%	?	-26%	-5%	?	-27%
O=C(CSCc1cccc(F)c1)NCc1ccccc1	-3%&12%	2.7%&0.4%	3%&-2%	0%	?	21%&16%	11%&9%	i	0%
CCN(CC)CCNC(=O)CCCCn1c(=S)[nH]c2c([nH]c3ccc(OC)cc32)c1=O	-3%	-0.5%	-28%	3%	17%	-1%	0%	i	-4%
CCn1cc(C(=O)NCCO)c(=O)c2cc(F)c(N3CCN(C)CC3)cc21	1%	0.0%	0%	0%	2%	-2%	-119%	?	4%
CC1=CCC(C(C)(C)NC(=O)c2ccccc2)C/C1=N\O (configuration not stated)	-3%	-0.2%	-2%	-22%	nt	1%	0%	i	3%
Cc1ccc(NC(=O)N2CCCCC2)cc1NC(=O)N1CCCCC1	-10%	0.3%	4%	1%	-2%	nt	-1%	i	3%
CCN(CC)c1ccc(NC(=O)c2cnn(CC)c2)cc1	-13%	0.8%	-10%	2%	-4%	39%[activator]	4%	i	18%[57.1 µM]
O=S(=O)(NCCNS(=O)(=O)c1ccccc1)c1ccccc1	-2%	0.4%	8%	-3%	17%	9%	2%	i	16%
Cc1ccc(NC(=O)N2CCC(C(=O)NCC(C)C)CC2)cc1	-1%	0.2%	15%	0%	13%	-1%	-15%	?	11%
CCOC(=O)c1c(C)c(C(=O)NCCc2ccc(S(N)(=O)=O)cc2)c(C)n1CC	-5%	-0.2%	-3%	1%	7%	-6%	6%	?	22%
CCn1nc(NS(=O)(=O)c2ccc(C)cc2)c2cc3ccccc3nc21	-12%	0.0%	3%	-1%	-24%	-6%	-6%	i	-18%
Cc1cc(NC(=O)/C(C#N)=C/c2ccco2)n(-c2ccccc2)n1	0%	3.4%	5%	-9%	28%	3%[11.3 µM]	10%	i	6%
COc1ccc([C@H]2CC(=O)C=C(c3ccccc3)C2)cc1	1%	0.1%	2%	3%	?	16%	-21%	i	-26%
O=C(O)/C=C\c1cn(-c2ccccc2)nc1-c1cc2ccccc2o1	-2%	0.2%	-23%	2%	?	-4%	-15%	i	-2%
CC(C)n1nnnc1C1c2ccccc2C(=O)N1Cc1ccccc1 (configuration not stated)	nt	-0.1%	nt	nt	nt	5%	nt	i	-1%
N#Cc1cccc(OCCCN2CCC(C(O)(c3ccccc3)c3ccccc3)CC2)c1	nt	8.4%	nt	nt	nt	?	nt	?	2%
C[C@H](c1ccccc1)N1C[C@H](COCc2ccccc2)Oc2cc(N3CC[C@H](N(C)C)C3)ccc2S1(=O)=O	nt	4.6%	nt	nt	nt	?	nt	16µM*	?
CC(=O)c1cccc(NC(=O)C2CC(=O)N(c3ccc4c(c3)OCCO4)C2)c1 (configuration not stated)	2%	-0.7%	-24%	0%	4%	-1%	-3%	i	-2%
CCCCCc1cc(=O)oc2c(C(CCN(CC)CC)c3cc(OC)c(OC)c(OC)c3)c(OC)cc(OC)c12 (configuration not stated)	-18%	-2.4%	?	-3%	3%	?	18µM*	32µM*	4%
CCOC(=O)C(C)Sc1nc(-c2ccccc2)nc2ccc(F)cc12 (configuration not stated)	-6%	-0.8%	-6%	0%	14%	-20%	-1%	i	-7%
Cc1c(C)c2ccc(OCC(=O)NCCN3CCOCC3)cc2oc1=O	0%	-0.3%	5%	-4%	11%	nt	0%	i	21%

Other results:
SMILES	A549 viability	Nrf2 activator	TGFb SMAD3 inh	MCF10A rereplic	Nrf2 block	ATXN2 expr inh	HepG2 viability	ATXN viability	EPAC2 antag
CCCn1cc(S(=O)(=O)c2cccc(Cl)c2)c(=O)c2cc(F)c(N3CCN(CC)CC3)cc21	-22%	-0.1%	-2%	nt	-3%	nt	-3%	nt	nt
CC(CNC(=O)COc1ccccc1)OC(=O)Nc1cccc(Cl)c1 (configuration not stated)	-1%	-0.2%	-5%	0%	0%	18%[11.3 µM]	4%	i	-11%
CCOc1cc(/C=C2/NC(=O)N(CC(=O)OC)C2=O)ccc1OC	0%	-0.2%	3%	-1%	-1%	-3%	6%	i	-4%
O=C(O)CCS(=O)(=O)Cc1ccccc1Cl	-11%	-0.6%	-18%	-14%	10%	6%	5%	i	6%
O=C(O)CSc1nnc(Cc2cccc3ccccc23)n1-c1cc(C(F)(F)F)cc(C(F)(F)F)c1	-6%	0.2%	-1%	-3%	-2%	-6%	-8%	i	?
OCCCc1nc2n(n1)C(c1cccc(Cl)c1)C=C(c1ccccc1)N2 (configuration not stated)	5%	3.6%	-10%	nt	nt	-14%	-21%	nt	nt
CC(C)c1nnc(-c2ccc(Cl)cc2)c(N(C)C)n1	-1%	0.4%	9%	2%	15%	3%	-19%	i	-1%
S=C1NCCc2ccccc2C1c1ccccc1 (configuration not stated)	-4%	-0.2%	-6%	-4%	-15%	-17%	-2%	i	0%
Cc1cc(OCC(=O)N2CCOCC2)cc2oc(=O)c3ccccc3c12	1%	-0.7%	-18%	-8%	nt	-11%	-6%	i	-4%
COc1cccc(CN(C)Cc2c(O)ccc3ccccc23)c1	8%	?	-17%	?	-29%	8%	-25%	i	-13%
Cc1csc2c(=O)sc(NC(=O)c3ccc(F)cc3)nc12	1%	?	-14%	-15%	5%	-31%	-18%	i	1%
CC(O)(c1cccc(F)c1)c1nc(-c2ccoc2)cs1 (configuration not stated)	nt	?	10%	nt	nt	-7%	1%	i	-16%
O=C(CSc1cn[nH]n1)Nc1cccc(C(F)(F)F)c1	3%	0.6%	-20%	-4%	-5%	-8%	-17%	i	0%
C=C(C)CSc1nnc(-c2ccc(OC)cc2)n1N	9%	0.4%	-3%	0%	?	46%[activator]	-1%	i	11%
CCCCOc1ccc(CN(CCO)CCO)cc1[N+](=O)[O-]	5%	2.8%	-6%	?	17%	19%	-16%	i	4%
CC(=O)NCCNC(=O)C1Cc2c(-c3cccc(NC(C)=O)c3)ccnc2O1 (configuration not stated)	nt	0.4%	19%	nt	nt	14%	5%	i	7%
Cc1cc(C)nc(Sc2ncnc3c2oc2ccccc23)n1	-4%	?	?	?	2%	38%	8%	i	14%[57.1 µM]
CC(CC(=O)Nc1ccc(F)cc1)S(=O)(=O)c1ccc2c(c1)NC(=O)CO2 (configuration not stated)	16%	-0.4%	9%	-1%	0%	5%	4%	i	1%
O=C(COC(=O)c1c(Cl)cccc1Cl)NC1CCCCC1	4%	2.7%	-22%	2%	16%	20%	-16%	i	-14%
CCNC(=O)CN(c1ccc(CC)cc1)S(C)(=O)=O	-3%	-0.1%	?	-2%	-1%	-6%	-7%	i	6%
CC1=Nc2cc(C(=O)NCc3ccco3)ccc2Sc2ccc(C)cc21	?	0.4%	-20%	1µM*	?	-1%	-31%	i	0%
O=C(C[n+]1cc(-c2ccccc2)n2c1CCC2)OCc1ccccc1	6%	0.0%[9.22 µM]	5%	-10%	-3%	10%	10%	i	11%
Cc1c(C(=O)N(Cc2ccc(Cl)cc2)CC2CCCO2)oc2ccc(F)cc12 (configuration not stated)	-18%	7.9%	0%	nt	?	nt	-36%	nt	nt
CCCCN(CC)CCCNC(=O)c1cc2cc3ccc(C)cc3nc2o1	-4%	2.4%	1%	-20%	8%	-25%	-26%	?	2%
CCOC(=O)C1=C(C)NC2=C(C(=O)CCC2)C1c1cc(OC)ccc1OC (configuration not stated)	-18%	-0.5%	-1%	3%	-11%	-4%	-1%	i	-10%

As entered above:
Reading of CCCn1cc(S(=O)(=O)c2cccc(Cl)c2)c(=O)c2cc(F)c(N3CCN(CC)CC3)cc21 in Nrf2 activator: -0.1%
Reading of C=C(C)CSc1nnc(-c2ccc(OC)cc2)n1N in ATXN2 expr inh: 46%[activator]
Reading of O=C(COC(=O)c1c(Cl)cccc1Cl)NC1CCCCC1 in MCF10A rereplic: 2%

Further entries
SMILES	A549 viability	Nrf2 activator	TGFb SMAD3 inh	MCF10A rereplic	Nrf2 block	ATXN2 expr inh	HepG2 viability	ATXN viability	EPAC2 antag
Cc1ccc(OCC(=O)N/N=C/c2c[nH]c3ccccc23)c([N+](=O)[O-])c1	-5%	3.9%	-5%	0%	?	1%	-12%	i	3%
Cc1noc(C)c1NC(=O)N(C)C[C@@H]1Oc2ncc(Br)cc2C(=O)N([C@H](C)CO)C[C@@H]1C	nt	-0.1%	-1%	nt	nt	3%	-34%	i	-2%
Cc1ccc(NC(=O)C2CCN(C(=O)c3ccccc3C)CC2)nc1	-4%	-0.7%	-10%	1%	-3%	6%	-4%	i	8%
Cc1ccc(NC(=O)C2(c3ccccc3)CCOCC2)cc1	4%	0.9%	-3%	3%	23%	-8%[11.3 µM]	-1%	i	-2%
CC(C)Nc1nc(NCCOc2ccccc2Cl)c2sc(-c3ccccc3)cc2n1	nt	0.2%	?	nt	nt	?	14µM*	?	6%
Cn1c2ccccc2c2cnn(CC(=O)Nc3ccc(F)cc3F)c(=O)c21	2%	-0.6%	6%	2%	-2%	3%	-6%	i	-14%
O=C1CCc2cc(S(=O)(=O)NC3CCCCC3)ccc2N1	3%	2.9%	1%	-3%	8%	nt	-1%	i	-3%
Cc1ccc(OCC(=O)c2ccc(Cl)s2)c([N+](=O)[O-])n1	-6%	14%	-8%	?	30%	2%	2%	i	0%

Part of the list above, limited to ATXN2 expr inh.
compound	ATXN2 expr inh
CCn1nc(NS(=O)(=O)c2ccc(C)cc2)c2cc3ccccc3nc21	-6%
CC(C)Nc1nc(NCCOc2ccccc2Cl)c2sc(-c3ccccc3)cc2n1	?

Screening results: PubChem, National Center for Advancing Translational Sciences (NCATS)
